sEH act: increases human soluble epoxide hydrolase activity | purified human sEH enzymatic activity, activator screen | activation, % at 2 µM | 0.04% of 91,000 active; in the data active = activation above about 37%; note: values of inactives mirror those of a sister screen read the other way
S1P2 antag: antagonists of human S1P2 receptor; cell-based S1P2 antagonist assay, inhibition at 5 uM; inhibition, % at 5 µM; 0.21% of 97,000 active; in the data active = inhibition above about 45%;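 note: CRE beta-lactamase reporter cells expressing human S1P2 stimulated with S1P; 0% = agonist at EC80 alone and 100% = agonist plus reference antagonist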
S1P2 agonist: agonists of human S1P2 receptor; AID 729; activation, % at 4.5 µM; S1P2-expressing cell line, agonist reporter read-out; 0.46% of 97,000 active; O95136; in the data active = activation above about 16%;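 note: 0% = vehicle low control and 100% = maximal reference agonist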
PostGolgi ctrl: growth of the yeast control strain, post-Golgi counter-screen | efflux-deficient yeast background strain, growth absorbance A615, 16 h | inhibition, % at 10 µM | 5% of 98,000 active; in the data active = inhibition above about 30%
HUVEC inhibit: inhibitors of human endothelial cell proliferation. viability, % at 10 µM (by protocol). 1.1% of 86,000 active. HUVEC proliferation, CellTiter-Glo luminescence, 72 h; stronger effect = lower value;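 active = viability at or below 30%; inactive = viability above 30%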;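 note: 100% = median luminescence of DMSO-only cell control wells on each plate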
LYP act: LYP (human) phosphatase activation | recombinant LYP, DiFMUP fluorescence; 0 = plate median, 100 = signal doubled | activation, % at 2 µM | 0.11% of 96,000 active;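 active = activation at 2 µM above a set limit, the mean plus 5 SD, cut at about 37% in these data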
Target sequence (Q9Y2R2 whole entry, looked up): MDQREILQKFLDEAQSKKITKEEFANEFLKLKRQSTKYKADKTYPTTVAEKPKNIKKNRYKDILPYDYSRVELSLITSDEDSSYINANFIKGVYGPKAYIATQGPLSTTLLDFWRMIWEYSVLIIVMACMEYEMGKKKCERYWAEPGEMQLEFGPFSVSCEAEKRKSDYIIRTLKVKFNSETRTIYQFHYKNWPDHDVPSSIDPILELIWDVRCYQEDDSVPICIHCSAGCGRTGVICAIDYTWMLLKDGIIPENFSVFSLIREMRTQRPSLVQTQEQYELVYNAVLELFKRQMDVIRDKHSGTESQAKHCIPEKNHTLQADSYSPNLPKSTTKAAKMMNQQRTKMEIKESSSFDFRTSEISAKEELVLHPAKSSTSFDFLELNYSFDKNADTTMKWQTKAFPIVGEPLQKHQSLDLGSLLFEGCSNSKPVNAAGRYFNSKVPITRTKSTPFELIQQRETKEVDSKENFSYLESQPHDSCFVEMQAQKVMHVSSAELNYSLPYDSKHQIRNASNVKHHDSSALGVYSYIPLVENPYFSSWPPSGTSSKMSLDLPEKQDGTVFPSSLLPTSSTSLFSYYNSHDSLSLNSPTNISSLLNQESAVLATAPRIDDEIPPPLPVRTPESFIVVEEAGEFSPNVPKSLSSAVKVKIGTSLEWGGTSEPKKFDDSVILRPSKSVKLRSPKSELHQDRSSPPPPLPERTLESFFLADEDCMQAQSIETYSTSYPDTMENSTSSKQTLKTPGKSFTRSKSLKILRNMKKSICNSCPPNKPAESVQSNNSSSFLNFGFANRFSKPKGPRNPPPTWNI
sEH inhibitor: blocks human soluble epoxide hydrolase activity. inhibition, % at 2 µM. P34913. recombinant human sEH enzymatic activity assay. 0.34% of 91,000 active. AID 707; in the data active = inhibition above about 80%; note: values of inactives mirror those of a sister screen read the other way; many of its hits are not listed in these tables
H69AR inhibit: growth inhibitors of human H69AR lung tumor cells; AID 598; viability, % at 10 µM; H69AR lung tumor viability, ATP luminescence, 72 h; stronger effect = lower value; 6% of 85,000 active;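 active = viability at or below 40%; inactive = viability above 40%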;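 note: multidrug resistant small cell line overexpressing MRP-1 efflux transporter; 100% = mean luminescence of untreated control wells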
Lung fibro prol: blocks proliferation of human lung fibroblasts | viability, % at 10 µM | 1.1% of 85,000 active | LL 47 human lung fibroblast viability, ATP luminescence; stronger effect = lower value;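 active = viability at or below 50% in the single dose screen; inactive = viability above 50%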;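 note: compound exposure lasted 72 h before the ATP readout; 100% = median luminescence of untreated cell-only wells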
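Benchmarks: Cell-only wells, no compound | Test system: LL 47 human lung fibroblasts, passage 12 or lower | Input: 1,150 cells/well | Measured by: CellTiter-Glo luminescence measuring cellular ATP | Medium: IMEM, 15% FBS supplement | Schedule: Overnight attachment after seeding, then 72 h compound exposure at 37 °C | Doses: Compound addition at 0.1% DMSO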
The depositor's hits bear a star; nt = no result given. These rows are one share of the data; the hit share may differ from the screen's.

Molecule	PostGolgi ctrl	sEH act	H69AR inhibit	S1P2 antag	LYP act	HUVEC inhibit	sEH inhibitor	S1P2 agonist	Lung fibro prol
Cc1ccc2nc(NC3=NCN(Cc4ccc5c(c4)OCO5)CN3)nc(C)c2c1	nt	12	28*	11	14	65	-14	-4	42*
Nn1c(COc2ccccc2)nnc1SC(F)F	6	-8	nt	8	-2	98	2	-4	102
CCC(C)Sc1nc(C)nc2c1c(=O)n(C)c(=O)n2C (configuration not stated)	4	nt	85	-8	nt	106	nt	-1	97
COc1ccccc1NC(=O)CN(C)S(=O)(=O)c1cc(C)ccc1OC	6	-6	85	1	-10	86	9	-4	91
COc1ccc(C2C(C(=O)c3ccco3)=C(O)C(=O)N2Cc2cccnc2)cc1OC (configuration not stated)	34*	-7	93	-11	3	95	6	-9	100
O=C(O)C1CCCCN1S(=O)(=O)c1ccc(Cl)s1 (configuration not stated)	2	11	96	14	5	94	-12	-8	86
COC(=O)c1nnn(CC(=O)Nc2ccc(C)c(F)c2)c1C(=O)OC	-4	0	91	-2	-1	107	-2	-2	100
CC1(C)CC(=O)C2=C(C1)N1CCCCC1CC2=O (configuration not stated)	4	nt	96	8	-4	92	nt	-5	106
Cc1ccc(C(=O)CSc2nnc(-c3ccco3)n2Cc2ccccc2)cc1	26	2	65	-3	-6	95	-2	-2	90
O=C(Nc1ccc2c(c1)OCCO2)c1cnc2n(c1=O)CCS2	4	6	100	-10	-6	103	-7	-3	113
CS(=O)(=O)N(CC(=O)Nc1ccc2c(c1)OCO2)c1ccc(Cl)cc1	10	nt	93	12	-9	106	nt	-6	98
CN(CC(=O)O/N=C(\N)c1ccccn1)S(=O)(=O)c1ccc(Br)cc1	4	5	nt	-33	5	nt	-4	-5	nt
Cc1ccc2nsnc2c1S(=O)(=O)N(Cc1ccco1)Cc1cc2cccc(C)c2[nH]c1=O	-5	-6	66	24	8	88	5	-3	80
CN(C)c1ccc(NC(=O)CCCc2ccccc2)cc1	-9	-58	51	-11	-4	94	57	-5	101
CCOC(=O)c1nc(Nc2ccccc2)c2ccccc2n1	10	14	85	-14	1	99	-11	1	111
CCN(CC(=O)Nc1ccc2c(c1)OCCO2)Cc1cc(=O)oc2c(C)c(C)ccc12	14	-7	54	1	-14	75	4	-3	80
CC(=O)Nc1ccc(N2CCN(C(=O)c3cccs3)CC2)cc1	-4	nt	93	nt	nt	105	nt	nt	100
C/C(=N\NC(=O)c1c(Cl)c(C)nn1C)c1cccc(NC(=O)COc2ccccc2)c1	-20	-4	nt	-5	7	nt	6	-6	nt
O=C1c2ccccc2C(=O)N1CCN1CCCCC1	5	2	87	8	1	97	-3	0	93
CCNC(=S)NS(=O)(=O)c1ccccc1	10	10	nt	-7	4	nt	-5	-3	nt
CCc1nnc(NC(=O)CSc2nc3cccnc3n2Cc2ccccc2)s1	nt	-4	78	-15	1	98	4	-6	100
Cc1cc(=O)cc(C)[nH]1	1	-4	nt	-11	-7	nt	1	1	nt
O=C(NCc1ccccc1)C1(c2ccccc2)CCN(S(=O)(=O)c2ccccc2)CC1	17	-15	83	-12	10	70	17	-10	92
CC12CCC(C(=O)Nc3nccs3)(OC1=O)C2(C)C (configuration not stated)	12	-1	101	15	9	93	2	-3	100
CC(C)(C)C(=O)NC(=S)Nc1ccccc1C(=O)Nc1ccccc1	1	8	nt	17	2	nt	-6	-3	nt
CC1CCC2(CC1)NC(=O)N(CC(=O)c1cccn1C)C2=O (configuration not stated)	7	6	82	1	2	103	-5	-7	105
COc1ccc(C2NC(=O)c3n[nH]c(C)c32)c(OC)c1 (configuration not stated)	12	7	99	7	-4	101	-6	0	107
C=CCN(c1ccc(C(=O)N2CCN(c3ccc(F)cc3)CC2)cc1)S(C)(=O)=O	12	-7	85	-9	-2	110	8	-3	98
COc1cc(-c2c(C#N)c(=O)[nH]c3c2c(C)nn3-c2ccccc2)ccc1O	5	1	92	-10	6	85	1	-7	104
COc1ccc(Cn2nnnc2CN2CCc3ccccc32)cc1	-9	-2	81	10	-2	84	2	-8	101
CCOC(=O)c1c(C2CCN(C(=O)OCC)CC2)nc2ccccn12	9	nt	89	-17	-6	111	nt	3	96
O=C(NC1CCCCCCC1)C1CCN(c2nc3ccccc3o2)CC1	66*	-93	67	6	-6	98	93*	-3	97
Cn1cc(C(=O)N2CCN(C(=O)c3ccco3)CC2)c2c3ccccc3n(C)c2c1=O	23	nt	nt	-2	1	nt	nt	-2	nt
COc1ccc(NC(=O)NCCCN2CCCC2=O)cc1	5	nt	93	nt	nt	93	nt	nt	92
CC(C)n1c(SC2CCOC2=O)nc2ccccc21 (configuration not stated)	2	-2	88	-1	-3	95	2	0	102
CCc1nc(OCc2ccco2)c2sc3nc4c(cc3c2n1)COC(C)(C)C4	-5	5	85	-27	4	90	-4	-3	94
Nc1ccc(C(=O)Nc2ccc3nc(-c4cccnc4)[nH]c3c2)cc1	19	-15	90	10	4	106	13	-10	95
Cn1c(=O)c2cc(S(=O)(=O)NCCC(=O)Nc3ccc(Cl)cc3)ccc2n(C)c1=O	-3	-8	nt	-1	4	nt	8	0	nt
O=C(CN(C(=O)CCC(=O)Nc1ccccn1)c1ccc2c(c1)OCO2)NCc1ccco1	1	8	95	5	2	99	-7	-5	99
CCn1c(SCC(=O)Nc2cc(C)on2)nnc1-c1ccncc1	3	-7	87	4	4	96	7	0	95
COC(=O)CSc1nnc(-c2ccc(S(=O)(=O)NCc3cccs3)cc2)o1	5	-1	97	1	12	88	1	-4	101
Cc1cccn2c(=O)c(/C=C(\C#N)S(=O)(=O)c3ccccc3)c(N3CCN(C)CC3)nc12	9	-12	92	-4	1	90	12	-5	103
Cc1ccc(Cn2c(-c3nonc3N)nc3ccccc32)cc1	3	-2	nt	-14	-1	nt	2	-3	nt
Cc1ccc(S(=O)(=O)N2CCCSCC2)cc1	12	-8	95	1	-5	101	8	-6	108
CCOC(=O)C1=C(c2ccccc2)NC(SCC(N)=O)=C(C#N)C1c1cccnc1 (configuration not stated)	16	0	nt	-16	10	nt	3	-4	nt
COc1ccc(C)cc1NC(=O)C1CCCCC1C(=O)O (configuration not stated)	3	nt	74	nt	nt	102	nt	nt	105
CC(C)(C)c1ccc(C(=O)Nn2c(CCC(=O)O)ccc2-c2cccs2)cc1	14	2	110	19	-12	117	-4	-6	108
COc1ccccc1CNc1ncnc2c1nnn2Cc1ccccc1	20	-4	80	11	-4	101	3	0	95
Cc1ccc(C)c(-c2cc(C(=O)Nc3sc(C)c(C)c3C(N)=O)c3ccccc3n2)c1	24	-1	nt	-19	1	nt	3	11	nt
Cc1ccc(S(=O)(=O)c2nc(Nc3nccs3)sc2Cl)cc1	52*	0	89	-13	1	75	1	-2	97
CCOC(=O)c1c(C)sc2c1N(C(=O)CN1CCOCC1)c1cc(Cl)ccc1S2	54*	1	73	-14	1	82	-1	-1	74
CN(C)CCN1C(=O)c2oc3ccccc3c(=O)c2C1c1ccc(F)cc1 (configuration not stated)	11	-6	94	-2	8	98	6	0	111
O=C1N/C(=N/c2ccccn2)SC1Cc1ccccc1 (configuration not stated)	3	nt	101	nt	nt	101	nt	nt	91
Nc1c(C(=O)NCc2ccccc2)sc2nc3c(cc12)C(=O)CCC3	3	12	66	-4	8	85	-14	-2	83
O=C(COC(=O)c1ccc2c(c1)OCCO2)NCc1ccccc1	-5	5	92	-6	0	68	-7	-1	96
Cc1nc2c(-c3ccc(F)cc3)c(C)nn2c(C)c1CCC(=O)N1CCC(Cc2ccccc2)CC1	32*	28	86	-22	2	73	-29	-3	99

Later entries
Molecule	PostGolgi ctrl	sEH act	H69AR inhibit	S1P2 antag	LYP act	HUVEC inhibit	sEH inhibitor	S1P2 agonist	Lung fibro prol
CC(=O)N1CCC(N(CCCOC(C)C)C(=O)Nc2ccc(Cl)cc2)CC1	nt	9	97	17	-3	94	-10	-1	104
Cc1ccc(S(=O)(=O)N2CCN(C(=O)CN3CCCCC3)C2C(C)C)cc1 (configuration not stated)	-7	6	81	-2	8	91	-9	-3	105
Cc1cc(C)n(C(=O)c2ccc(C)c(S(=O)(=O)N3CCCC3)c2)n1	32*	25	91	-16	-5	90	-26	2	94
COC(=O)CSc1nnc(CCc2nc3ccccc3[nH]2)n1C	3	-5	96	-17	0	95	10	-3	108
Cc1ccccc1S(=O)(=O)Cc1ccc(C(=O)NCc2cccs2)o1	18	9	88	-1	4	113	-9	-2	98
Cc1sc2nc(CSc3nnc(Cc4cccs4)n3C3CCCCC3)[nH]c(=O)c2c1C	-4	-4	62	2	-15	91	6	-7	94
C=CCn1c(SCC(=O)N2CCOCC2)nc(O)c(Cc2ccccc2)c1=O	11	1	109	0	-6	104	0	-6	94
COc1ccc(/C=N/NS(=O)(=O)c2ccccc2)cc1OS(=O)(=O)c1ccccc1	11	-3	nt	11	-3	nt	5	-3	nt
COc1ccc(NC(=O)C2CCN(S(C)(=O)=O)CC2)cc1	-1	0	94	-20	2	95	2	0	100
O=C(/C=C/c1c(Cl)cccc1Cl)Nc1ccncc1	92*	-6	nt	-15	1	nt	7	-2	nt
Clc1ccc(COc2ccccc2CNCc2cccnc2)cc1	6	-1	nt	3	-10	nt	0	0	nt
COc1ccc(C2N=C(N)N=C(N)N2c2ccccc2OC)cc1OC (configuration not stated)	4	-3	103	3	-8	104	2	-6	97
COc1ccc(S(=O)(=O)CCC(=O)NCCc2ccc(C)cc2)cc1	-1	-11	94	0	14	92	13	-2	108
CC(=O)c1cccc(NC(=O)C2CCN(S(=O)(=O)c3ccccc3)CC2)c1	34*	-11	71	-14	9	91	13	-6	107
CC(=O)Nc1ccc(-c2cc(NC(C)=O)n(-c3ccccc3)n2)cc1	-9	-5	86	9	-3	87	5	-3	105
Cc1ccc(OC(C)C(=O)N2CCCc3ccccc32)cc1 (configuration not stated)	9	2	73	17	12	100	-4	0	90

6 entries picked at random from the list so far, as already listed:
Molecule	PostGolgi ctrl	sEH act	H69AR inhibit	S1P2 antag	LYP act	HUVEC inhibit	sEH inhibitor	S1P2 agonist	Lung fibro prol
COc1ccc(C2N=C(N)N=C(N)N2c2ccccc2OC)cc1OC (configuration not stated)	4	-3	103	3	-8	104	2	-6	97
O=C(/C=C/c1c(Cl)cccc1Cl)Nc1ccncc1	92*	-6	nt	-15	1	nt	7	-2	nt
Clc1ccc(COc2ccccc2CNCc2cccnc2)cc1	6	-1	nt	3	-10	nt	0	0	nt
CC(=O)Nc1ccc(-c2cc(NC(C)=O)n(-c3ccccc3)n2)cc1	-9	-5	86	9	-3	87	5	-3	105
COc1ccc(NC(=O)C2CCN(S(C)(=O)=O)CC2)cc1	-1	0	94	-20	2	95	2	0	100
COc1ccc(S(=O)(=O)CCC(=O)NCCc2ccc(C)cc2)cc1	-1	-11	94	0	14	92	13	-2	108

Other entries follow:
Molecule	PostGolgi ctrl	sEH act	H69AR inhibit	S1P2 antag	LYP act	HUVEC inhibit	sEH inhibitor	S1P2 agonist	Lung fibro prol
COc1ccc(C(=O)NCCc2ccc(S(N)(=O)=O)cc2)cc1OC	1	-6	93	8	6	103	7	-8	99
Clc1ccc(-c2nc3cnccn3c2NC2CCCC2)cc1	31*	-1	nt	-12	-8	nt	-2	-9	nt
COc1ccc2[nH]c(=O)c(CN(C)C(=O)COc3ccccc3)cc2c1	4	6	85	-10	-1	94	-8	-2	109
Cc1ccc2c(c1)N(CCC(=O)NCc1ccc3c(c1)OCO3)C(=O)CO2	6	4	105	6	-5	94	-3	-4	104
CCOC(=O)c1c(NC(=O)CSc2nnnn2CC)sc(C)c1C	23	-3	31*	-23	2	102	4	-2	84
CC1CN(c2c3c(nc4ncnn24)CCCC3)CC(C)O1 (configuration not stated)	-2	1	78	-27	-7	95	0	-8	90

Compound activity (PubChem BioAssay)
